HCV inh – inhibitors of hepatitis C virus infection. Huh7.5.1 HCVcc-Cre infection, luciferase reporter, 44 h. Potency, µM (highest dose often 41.8 µM), for inactives: at the highest dose activity change, negative = inhibition, hits mostly inhibitors. actives 3.4% (n = 340,000). AID 651820
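Infectious HCVcc-Cre (~0.5 moi) was added to cells just after compound, with cells seeded 4 h earlier at 1,000 per well. Luciferase activity after 44 h culture reported infection; substrate was incubated 15 min at room temperature before reading.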
Sm TGR inh – blocks Schistosoma mansoni thioredoxin glutathione reductase | Q962Y6 | purified TGR, DTNB reduction, TNB absorbance 405 nm | Potency, µM (doses to about 114 µM), for inactives: at the top dose activity change, negative = inhibition, most hits filed as inhibitors | actives 3% (n = 360,000) | AID 485364; note: nearly all actives have a fitted effect of over 60% in size
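Kinetic colorimetric format: TGR-catalysed, NADPH-driven DTNB reduction monitored via TNB absorbance. Enzyme dispensed at 20 nM; compound exposure 15 min at room temperature before reaction start.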
LmPK inhibitor – LmPK (Leishmania mexicana) enzyme inhibition; purified LmPK, Kinase-Glo ATP luminescence, 1 h; Potency, µM (doses to about 57.5 µM), for the others: top-dose activity change, negative = inhibition, most hits filed as inhibitors; actives 0.37% (n = 290,000); AID 1721
Target sequence (Q27686 whole entry, looked up): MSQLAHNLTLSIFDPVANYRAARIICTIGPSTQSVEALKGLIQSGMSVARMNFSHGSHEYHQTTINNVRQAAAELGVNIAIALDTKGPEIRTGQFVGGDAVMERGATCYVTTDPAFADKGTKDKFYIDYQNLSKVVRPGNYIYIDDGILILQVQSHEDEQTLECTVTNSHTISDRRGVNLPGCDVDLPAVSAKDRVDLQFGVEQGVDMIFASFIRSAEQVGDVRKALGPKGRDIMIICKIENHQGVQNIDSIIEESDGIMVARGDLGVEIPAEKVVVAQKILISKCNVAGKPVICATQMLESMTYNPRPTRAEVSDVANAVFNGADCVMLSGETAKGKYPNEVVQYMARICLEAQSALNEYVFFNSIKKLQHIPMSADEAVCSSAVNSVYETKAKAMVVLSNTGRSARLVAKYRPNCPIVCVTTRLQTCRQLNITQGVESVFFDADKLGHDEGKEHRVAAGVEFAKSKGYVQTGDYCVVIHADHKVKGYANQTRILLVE
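qHTS format; LmPK 0.1 nM; substrates PEP 0.5 mM and ADP 0.1 mM. One-hour room-temperature incubation, then coupled luciferase luminescence; 0.5 nM enzyme wells mark activation.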
Pf growth 96h – inhibits malaria parasite growth, 96 h | actives 6.9% (n = 320,000) | Potency, µM (top dose mostly 28.7 µM), for the others: top-dose activity change, negative = inhibition, usual class: inhibitors | P. falciparum luciferase reporter growth, 96 h | AID 504834
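Two-generation exposure (96 h) targets delayed-death phenotype. Reporter parasites carrying integrated firefly luciferase, in red cells at 2% hematocrit and 0.05% parasitemia final, kept at 37 C, 5% CO2; luminescence loss indicates inhibition.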
Tb PYK inh – inhibitors of Trypanosoma brucei pyruvate kinase. TbPYK enzyme, Kinase-Glo Plus ATP luminescence, 45 min. Potency, µM (top dose mostly 76.8 µM), for inactives: at the highest dose activity, negative = inhibition, usual class: inhibitors. actives 0.12% (n = 410,000); note: nearly all actives have a fitted effect of over 50% in size
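TbPYK + substrate in 50 mM TEA pH 7.2, 100 mM KCl, 10 mM MgCl2, 0.05% BSA, 0.01% Tween-20; cpd pinned; ADP 130 uM final; 45 min RT; Kinase-Glo Plus 10 min; luminescence endpoint.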
Pf growth 48h – inhibits P. falciparum growth in the first generation, 48 h; P. falciparum luciferase growth in erythrocytes, 48 h; Potency, µM (titrated, usually from 28.7 µM), inactives show at the highest dose activity change, negative = inhibition, hits mostly inhibitors; actives 5.9% (n = 310,000)
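Cell-based growth assay: transgenic P. falciparum expressing firefly luciferase, cultured in red cells within RPMI 1640 containing 0.5% w/v Albumax, 24 mM bicarbonate and gentamycin. A drop in luciferase activity indicates inhibition.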
* hit, by the source's call; ? = inconclusive; . = not tested or not shown; & = joins results of further samples; [ ] = remark or other dose. Calls come from the whole dose curve; as a rule, active = well fitted curve in the direction sought with a large enough effect; inconclusive = small, poorly fitted or top-dose-only effect, or another doubt; inactive = no such curve, though single readings can be large; an effect the other way counts as inactive or inconclusive. % is set by controls: 0 for no effect and ±100 for the full control effect; potency is the fitted concentration of half-maximal effect.

SMILES	HCV inh	Sm TGR inh	LmPK inhibitor	Pf growth 96h	Tb PYK inh	Pf growth 48h
O=C(Nc1ccc(C(=O)O)cc1)/C(=C\c1ccco1)NC(=O)c1ccccc1	0%	.	5%	9.3µM*	-2%	-8%
CC1(C)CC(NC(=O)C2CCN(S(=O)(=O)c3ccccc3C(F)(F)F)CC2)CC(C)(C)N1	3%	4%	-12%	?	-14%	?
CNC(=S)c1cc(C(C)(C)C)c(O)c(C(C)(C)C)c1	-25%	0%	5%	?	7%	?
CCc1ccc(CN2C(=O)c3ccccc3C2C(=O)NCC2CCCO2)cc1 (centres undefined)	-22%	-4%	7%	-16%	3%	-23%
O=C(N/N=C/c1cccnc1)c1cc(-c2ccccc2OCc2ccccc2)n[nH]1	?	3%	0%	?	-3%	10µM*
O=C(NCc1ccc2c(c1)OCO2)C1CCCN(S(=O)(=O)c2cccc3nonc23)C1 (centres undefined)	-6%	-29%	2%	-7%	2%	.
Cc1onc(-c2c(F)cccc2Cl)c1C(=O)N1CCc2ccccc2C1	-1%	-10%	-2%	?	0%	5.9µM*
Cc1ccc(C)n1CCN1CCN(S(=O)(=O)c2ccc(F)cc2F)CC1	3%	?	3%	13µM*	10%	?
COc1ccc(-c2nc3ncccn3c2Nc2ccccc2)cc1	9%	48%[activator]	6%	4%	2%	?
Cc1c(NC2=CC(=O)CC(C)(C)C2)c(=O)n(-c2ccccc2)n1C	0%	3%	0%	58%	5%	-1%
COc1ccc(C(CNC(=O)CN2C(=O)NC3(CCCC3)C2=O)N(C)C)cc1 (centres undefined)	4%	2%	-5%	17%	1%	11%
CC1(C)CC(=O)c2cc(C(=O)NNc3ccccc3)c(=O)n(-c3ccccc3)c2C1	-3%	-4%	-2%	12%	1%	-6%
CCn1cc(S(=O)(=O)CC(=O)Nc2cc(C)ccc2C)c2ccccc21	-7%	-1%	6%	-28%	-1%	.
COc1cccc(OCCCOc2ccccc2C(C)C)c1	16%	-18%	-10%	-8%	-9%	?
COc1ccc(/C=C/C(=O)NC(=S)NNC(=O)[C@H]2C[C@@H]2c2ccccc2)cc1OC	?	-2%	8%	-2%	-7%	39%[activator]

In another format: entries from further up.
Each structure is followed by: HCV inh | Sm TGR inh | LmPK inhibitor | Pf growth 96h | Tb PYK inh | Pf growth 48h
Cc1c(NC2=CC(=O)CC(C)(C)C2)c(=O)n(-c2ccccc2)n1C
  0% | 3% | 0% | 58% | 5% | -1%
COc1cccc(OCCCOc2ccccc2C(C)C)c1
  16% | -18% | -10% | -8% | -9% | ?
CCn1cc(S(=O)(=O)CC(=O)Nc2cc(C)ccc2C)c2ccccc21
  -7% | -1% | 6% | -28% | -1% | .
COc1ccc(-c2nc3ncccn3c2Nc2ccccc2)cc1
  9% | 48%[activator] | 6% | 4% | 2% | ?

Next section.
SMILES	HCV inh	Sm TGR inh	LmPK inhibitor	Pf growth 96h	Tb PYK inh	Pf growth 48h
Cc1c(C(=O)N(C)c2ccc(Cl)cc2)cnn1-c1ccccc1	?	5%	-1%	?	2%	0%
O=C(NCCCN1CCOCC1)c1cc(Cl)ccc1[N+](=O)[O-]	6%	-10%	-2%	?	-5%	-4%
COc1cc(OC)cc(C(=O)OCCNC(=O)Cn2cnc3c2c(=O)n(C)c(=O)n3C)c1	.	-3%	-3%	3%	.	5%
O=C(Nc1ccccc1N1CCCC1)c1cc2ccccc2o1	?	-20%	-6%	1%	4%	?
Cn1/c(=N/N=C/c2ccc([N+](=O)[O-])cc2)sc2ccccc21	.	-1%	-8%	55%[activator]	.	109%[activator]
CCC(CO)Nc1nc(CN2CCCCC2)nc2scc(-c3ccccc3)c12 (centres undefined)	?	-1%	6%	?	-3%	?
CCN(C(=O)CN(C)Cc1c(F)cccc1Cl)c1c(N)n(Cc2ccccc2)c(=O)[nH]c1=O	30%[activator]	2%	-8%	?	0%	-10%
Cc1ccc(Nc2ccc(C(F)(F)F)cc2[N+](=O)[O-])cc1	11%	-2%	-13%	-26%	-8%	31%[activator]
CC(Sc1nn(-c2ccc(F)cc2)c(=S)s1)C(=O)c1c(N)n(C)c(=O)n(C)c1=O (centres undefined)	?	-1%	.	?	2%	?
COC(=O)[C@H](CCSC)NC(=O)Nc1cccc(C)c1C	7%	-10%	-4%	34%[activator]	2%	9%
COc1ccc(CCn2c(O)c(C=Nc3cccc(F)c3)c(=O)[nH]c2=O)cc1OC	-26%	-19%	0%	34%[activator]	-1%	26%
O=C(/C=C/c1ccc2c(c1)OCO2)c1ccccn1	13%	-33%	5µM*	2%	?	84%[activator]
CC(=O)c1c(N2CCOCC2)[nH]c(-c2ccccc2)nc1=S	1%	-1%	-3%	?	-12%	-1%
COc1cc(NC(=O)C2CCN(S(=O)(=O)c3ccc(Cl)cc3)CC2)ccc1-n1cnnn1	-10%&-24%	5%	3%	-23%	2%	2%
O=C(O)CCc1ccc(-c2ccccc2)n1-c1cccc(O)c1	9%&-10%	14µM*	-4%	2%	2%	16%
COc1ccc(C)cc1NC(=O)CSc1nnc(-c2cc(C)[nH]n2)n1N	-5%	5%	5%	-25%	3%	-18%
COc1ccc(CNC(=O)c2ccc3c(c2)NC(=O)C(C)S3)cc1 (centres undefined)	-11%	-6%	1%	-9%	-8%	4%
CCN(C(=O)COC(=O)c1cccnc1SC)c1c(N)n(Cc2ccccc2)c(=O)[nH]c1=O	5%	-2%	.	4%	-2%	-13%
CN(C)c1nc(N2CCN(c3ccccc3)CC2)c(C#N)c(=O)o1	5%	2%	2%	5%	.	-8%
CCCCCc1ccc(-c2nnc(N)s2)cc1	16%	20%	1%	29%	11%	-12%
CC(C)(C)c1nnc(N/N=C/c2ccc(O)cc2)n(N)c1=O	8%	-2%	1%	?	-3%	-15%
CCCCC1CCC(c2ccc(C(N)=O)cc2)CC1 (centres undefined)	6%	-3%	2%	?	1%	-3%
O=C(NCC1CCCCC1)c1ccco1	21%	5%	1%	3%	6%	-2%
O=C(COc1ccc(Cl)cc1)Nc1cccc(-c2ccc(N3CCOCC3)nn2)c1	?	3%	.	-9%	0%	5%
COc1ccc(C(C(=O)NC(C)C)N(C(=O)CCC(=O)Nc2nccs2)c2ccccc2F)cc1 (centres undefined)	0%	0%	3%	98%[activator]	-9%	?
CC(C)COC(=O)n1c(SCC(=O)N(C)C)nc2ccccc21	-8%	0%	8%	1%	-8%	54%[activator]
Cc1cc(=O)oc2cc(OCC(=O)N3c4ccccc4CC3C)ccc12 (centres undefined)	-6%	10%	2%	?	-6%	?
O=C(CO)C(O)C(O)C(O)CO (centres undefined)	-1%	0%	.	14%	4%&2%	?
CC(C)OCC(O)CN1CC2C[C@@H](C1)Cn1c2cccc1=O (some centres undefined)	1%	?	0%	-1%	1%	-7%
C[C@@H](C(=O)Nc1ccc2ccccc2c1)[C@@H]1C[C@@]1(C)[C@@H](NC(=O)c1ccccc1)c1ccccc1	4%[8.37 µM]	5%	1%	13µM*	-3%	?

Compound profiles, from the list above. Order of values: HCV inh, Sm TGR inh, LmPK inhibitor, Pf growth 96h, Tb PYK inh, Pf growth 48h
Profile of `Cc1cc(=O)oc2cc(OCC(=O)N3c4ccccc4CC3C)ccc12` (centres undefined) = -6%, 10%, 2%, ?, -6%, ?
Profile of `O=C(CO)C(O)C(O)C(O)CO` (centres undefined) = -1%, 0%, ., 14%, 4%&2%, ?
Profile of `C[C@@H](C(=O)Nc1ccc2ccccc2c1)[C@@H]1C[C@@]1(C)[C@@H](NC(=O)c1ccccc1)c1ccccc1` = 4%[8.37 µM], 5%, 1%, 13µM*, -3%, ?

The results go on.
SMILES	HCV inh	Sm TGR inh	LmPK inhibitor	Pf growth 96h	Tb PYK inh	Pf growth 48h
CCOc1cc(CNCCN(C)C)c(Cl)cc1OCC(=O)NCCc1ccccc1	?	4%	-1%	?	-2%	.
COc1cc(OC)cc(C(=O)Nc2ccccc2C(=O)NCc2cccnc2)c1	-6%	9%	-1%	?	3%	?
COc1ccccc1Nc1cc(N2CCOCC2)c2nonc2c1[N+](=O)[O-]	-2%	?	4%	14%	-6%	-26%[5.75 µM]
COc1ccc(C(=O)N2CC3(CC(c4cccc(NC(=O)CC(c5ccccc5)c5ccccc5)c4)=NO3)C[C@H]2C(N)=O)cc1 (some centres undefined)	-19%	-15%	1%	?	3%	?
Cc1nn(C)c2c(=O)c(=O)c2n(C)[nH]1	19%	5%	0%	17%	-11%	2%
N#C/C(=C\c1cn(CC(=O)N2CCCCC2)c2ccccc12)C(=O)NCc1ccc2c(c1)OCO2	-13%	-7%	-1%	?	-12%	10%
O=C(Nc1cccc(S(=O)(=O)Nc2ccccc2Cl)c1)c1ccc(N2CCCC2)c([N+](=O)[O-])c1	?	1%	-4%	34%	-1%	19%
Cn1c(C(=O)Nc2ccc3c(c2)OCO3)cc2sccc21	-14%	0%	-13%	.	-13%	-9%
COC(=O)CN(c1nc(C)c(Br)c(OC)n1)S(=O)(=O)c1ccc(C)cc1	?	1%	1%	.	0%	?
CC(=O)NC1(C(F)(F)F)NC(=O)N(CC(C)C)C1=O (centres undefined)	8%	8%	-2%	?	-3%	13%
Cc1ccc(S(=O)(=O)NCCC(=O)NCc2ccccn2)cc1	7%	-1%	.	4%	4%	8%
Cc1cc(SCC(=O)NCC(c2cccs2)N2CCOCC2)c(C)cc1Br (centres undefined)	-5%	-11%	.	?	5%	?
COc1cc(NC(=S)N2CCCC(CO)C2)cc(OC)c1 (centres undefined)	11%	-9%	-4%	2%	-18%	13%
N=c1ccn(Cc2cccc(F)c2)cc1	3.2µM*	15%	13%	2%	-3%	2.3µM*
Cc1ccc(/C=C(\C#N)C(=O)Nc2ccccn2)o1	-6%	.	?	46%[activator]	-8%	5%
CC(C(=O)Nc1ccccc1)N(C)CCOc1ccccc1 (centres undefined)	?	-10%	5%	1%	5%	16%
CCOc1ncccc1C(=O)OCC(=O)Nc1ccc(C)c(S(=O)(=O)N2CCOCC2)c1	2.8µM*	3%	8%	-11%	0%	-1%
CCOC(=O)CSc1nnc(Cn2nnc3ccccc32)n1-c1ccc(F)cc1	21%	7%	-9%	7%	-4%	-1%
Cc1ccc(NC(=O)c2ccc(CSc3nnc(-c4ccncc4)n3C)cc2)c(C)c1	-6%	0%	1%	?	-7%	-19%
S=C(NCC1CCCO1)N1CCN(c2nc(-c3ccccc3)cs2)CC1 (centres undefined)	10µM*	-2%	7%	55%[activator]	-9%	?
Cn1c(CC(=O)Nc2ccccc2F)nnc1SCC(=O)NC1CCCCC1	-2%	-4%	1%	-12%	1%	-13%
CCc1c(C)sc(NC(=O)c2cc(-c3ccc(O)cc3)on2)c1C#N	?	-2%	15%	-34%	-7%	.
O=C(NNC(=O)c1sccc1-n1cccc1)c1ccccc1	?	-2%	3%	2%	-18%	1%
Cc1cccc(NC(=S)N(CCCN2CCOCC2)Cc2ccccn2)c1	20%	-2%	-5%	?	-4%	-3%
CCn1cc([N+](=O)[O-])c(C(=O)Nc2ccc(Br)cn2)n1	-23%	39%[activator]	1%	34%[activator]	-4%	35%[activator]
CC(=O)c1ccc(NC(=O)C2CCCN(c3ncnc4c3nc3n4CCCCC3)C2)cc1 (centres undefined)	5%	17%	-1%	6.6µM*	1%	?

In a second layout: entries from further up.
> CCN(C(=O)CN(C)Cc1c(F)cccc1Cl)c1c(N)n(Cc2ccccc2)c(=O)[nH]c1=O
  HCV inh: 30%[activator]	Sm TGR inh: 2%	LmPK inhibitor: -8%	Pf growth 96h: ?	Tb PYK inh: 0%	Pf growth 48h: -10%
> Cc1ccc(Nc2ccc(C(F)(F)F)cc2[N+](=O)[O-])cc1
  HCV inh: 11%	Sm TGR inh: -2%	LmPK inhibitor: -13%	Pf growth 96h: -26%	Tb PYK inh: -8%	Pf growth 48h: 31%[activator]

Compound activity (PubChem)

The order is random. About 16% of those tested had a hit in this group.
